Vif-A3F inh – qHTS for Inhibitors of Vif-A3F Interactions: qHTS; HeLa A3F-eYFP + Vif (tagged APOBEC3F with the HIV-1 protein that degrades it), YFP fluorescence increase; Potency, µM (highest dose often 46.1 µM), inactives show at the top dose activity, negative = active; 390,000 compounds, 0.2% hits; further: % of control where 0% means no effect; nearly all actives have a fitted effect of over 65% in size
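HeLa cells stably expressing Vif plus C-terminally eYFP-tagged A3F were seeded, incubated overnight at 37 deg C, dosed with compound, incubated overnight again at 37 deg C. Yellow fluorescence (Ex 488/Em 500-530) reported blocked Vif-mediated A3F-eYFP degradation.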
RXFP1 agonist – qHTS Assay for Agonists of the Relaxin Receptor RXFP1. 370,000 compounds, 0.3% hits. Relaxin receptor 1 (Homo sapiens), Q9HBX9. AID 2676, 2010. Potency, µM (titrated, usually from 57.5 µM), for the others: at the highest dose activation, usual class: activators. HEK293T-RXFP1 cAMP TR-FRET, 30 min; response scale: percent of porcine relaxin response, buffer zero; further: on the % scale 0 is the no-effect control and ±100 the full control effect; nearly all actives have a fitted effect of over 60% in size; many of its hits are not listed in these tables
Target sequence (Q9HBX9 whole entry, looked up): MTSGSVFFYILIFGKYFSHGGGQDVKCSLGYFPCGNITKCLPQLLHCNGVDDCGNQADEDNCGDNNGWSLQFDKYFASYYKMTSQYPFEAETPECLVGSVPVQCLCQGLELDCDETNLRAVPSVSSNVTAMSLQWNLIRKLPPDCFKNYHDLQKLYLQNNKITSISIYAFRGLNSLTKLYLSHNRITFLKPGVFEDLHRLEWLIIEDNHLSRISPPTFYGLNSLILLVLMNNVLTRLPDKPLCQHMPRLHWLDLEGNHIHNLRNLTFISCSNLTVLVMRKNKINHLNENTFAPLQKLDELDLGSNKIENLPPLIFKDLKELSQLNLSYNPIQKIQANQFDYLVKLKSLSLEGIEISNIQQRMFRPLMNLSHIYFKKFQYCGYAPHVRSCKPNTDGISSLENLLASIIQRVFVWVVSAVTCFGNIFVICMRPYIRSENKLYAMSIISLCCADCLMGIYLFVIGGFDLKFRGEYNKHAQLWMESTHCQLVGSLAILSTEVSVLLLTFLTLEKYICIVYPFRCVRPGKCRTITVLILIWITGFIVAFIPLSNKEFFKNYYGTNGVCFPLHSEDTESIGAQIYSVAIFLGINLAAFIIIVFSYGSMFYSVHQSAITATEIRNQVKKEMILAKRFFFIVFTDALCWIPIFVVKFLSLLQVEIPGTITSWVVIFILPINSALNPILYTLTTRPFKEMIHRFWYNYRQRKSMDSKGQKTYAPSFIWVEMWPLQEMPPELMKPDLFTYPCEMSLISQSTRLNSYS
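HEK293 cells stably expressing RXFP1, treated 30 min at 37C with compounds plus PDE4 inhibitor Ro 20174; cAMP measured by HTRF TR-FRET. Normalized to buffer and 29 nM porcine relaxin; EC50 by Hill fit.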
TrxR1 substrate – qHTS Assay for Substrates of Mammalian Selenoprotein Thioredoxin Reductase 1 (TrxR1): qHTS; Thioredoxin reductase 1, cytoplasmic (Rattus norvegicus), O89049; purified TrxR1 substrate turnover, NADPH consumption readout; Potency, µM (doses to about 114 µM), for inactives: top-dose activity change, negative = substrate turnover; 390,000 compounds, 0.01% hits; further: on the % scale 0 is the no-effect control and ±100 the full control effect; nearly all actives have a fitted effect of over 50% in size
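Rat TrxR1, dispensed at 90 nM, was prereduced with 400 uM NADPH (final) for 5 min at ~22 deg C, then incubated with compound 15 min before 400 uM selenite. A first-read NADPH fluorescence drop versus no-compound background flagged substrates.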
TrxR1 inh – qHTS Assay for Inhibitors of Mammalian Selenoprotein Thioredoxin Reductase 1 (TrxR1): qHTS; Thioredoxin reductase 1, cytoplasmic (Rattus norvegicus), O89049; recombinant rTrxR1, NADPH fluorescence consumption, selenite substrate; Potency, µM (doses to about 114 µM), inactives show at the top dose activity change, negative = inhibition, usual class: inhibitors; 390,000 compounds, 1% hits; AID 588453, 2011; further: on the % scale 0 is the no-effect control and ±100 the full control effect; nearly all actives have a fitted effect of over 65% in size
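Rat TrxR1 (90 nM in the dispensed reagent) was pre-reduced with 400 uM NADPH for 5 min at room temperature, then incubated with compound for 15 min. After 400 uM selenite was added, NADPH fluorescence (Ex 340/Em 450 nm) was followed for 8 min.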
IDH1 R132H inh – qHTS for Inhibitors of mutant isocitrate dehydrogenase 1 (IDH1): qHTS. Isocitrate dehydrogenase [NADP] cytoplasmic (Homo sapiens), O75874. IDH1-R132H enzyme, NADPH consumption, diaphorase/resazurin fluorescence. Potency, µM (top dose mostly 76.6 µM), for the others: at the top dose activity change, negative = inhibition, actives largely listed as inhibitors. 390,000 compounds, 0.093% hits; further: on the % scale 0 is the no-effect control and ±100 the full control effect; nearly all actives have a fitted effect of over 65% in size
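IDH1-R132H (0.5 ug/mL) preincubated 30 min with compound, then NADPH (0.016 mM) and alpha-KG (2 mM) added; 80 min at RT, pH 7.5. Remaining NADPH coupled via diaphorase/resazurin to fluorescence (540/590 nm); concentration-response curves normalized to no-enzyme control.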
USP1 inh – Inhibitors of USP1/UAF1: Primary Screen. recombinant USP1/UAF1, Ub-Rhodamine cleavage fluorescence. 390,000 compounds, 0.23% hits. Potency, µM (top dose mostly 57.1 µM), for inactives: at the top dose activity change, negative = inhibition, hits mostly inhibitors. Ubiquitin carboxyl-terminal hydrolase 1 (Homo sapiens), O94782; further: on the % scale 0 is the no-effect control and ±100 the full control effect; nearly all actives have a fitted effect of over 60% in size; inactives centre near -12
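Step one: compound is pinned into 1nM USP1/UAF1 in HEPES pH 7.8 buffer with TCEP. Step two: 15 min room-temperature incubation. Step three: Ub-Rho (150nM final) starts cleavage, tracked by fluorescence over six one-minute reads.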
ALOX12 inh – Primary qHTS assay for inhibitors of human arachidonate 12S-lipoxygenase (ALOX12): Round 2. Potency, µM (doses to about 108 µM), without a hit: top-dose activity change, negative = inhibition, hits mostly inhibitors. Polyunsaturated fatty acid lipoxygenase ALOX12 (Homo sapiens), P18054. AID 1671190, 2021. 580,000 compounds, 1.1% hits. purified 12hLO, xylenol orange hydroperoxide absorbance; further: on the % scale 0 is the no-effect control and ±100 the full control effect
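Hydroperoxide product was detected by ferrous iron/xylenol orange as the 573 to 405 nm absorbance ratio. Arachidonic acid at 40 uM (final) was turned over for 30 min at room temperature by 150 nM human 12hLO, pH 7.0 Hepes buffer, after 15 min compound preincubation.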
RGS4 inhibitor – Inhibitors of Regulator of G Protein Signaling (RGS) 4: qHTS; Regulator of G-protein signaling 4 (Homo sapiens), P49798; 390,000 compounds, 0.039% hits; Potency, µM (titrated, usually from 114 µM), without a hit: top-dose activity change, negative = inhibition, hits mostly inhibitors; Transcreener GDP fluorescence polarization, RGS4-accelerated GTP hydrolysis; further: on the % scale 0 is the no-effect control and ±100 the full control effect; nearly all actives have a fitted effect of over 75% in size; some results filed as inactive show a strong effect at the top dose
Target sequence (P49798 whole entry, looked up): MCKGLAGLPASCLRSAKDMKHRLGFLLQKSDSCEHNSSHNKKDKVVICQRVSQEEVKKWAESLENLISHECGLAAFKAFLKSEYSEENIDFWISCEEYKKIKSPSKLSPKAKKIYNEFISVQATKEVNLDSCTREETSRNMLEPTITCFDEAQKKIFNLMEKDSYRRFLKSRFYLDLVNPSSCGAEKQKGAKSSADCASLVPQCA
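MLSMR compounds (23 nl, pin-transferred) preincubated 10 min at room temperature with a 500nM (2x) first reagent, then RGS4 at 900nM (2x) plus Transcreener GDP mix added; fluorescence polarization (620/688 nm) read before and after 90 min at 30 °C.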
Vif-APOBEC3G blk – qHTS for Inhibitors of Vif-A3G Interactions: qHTS. DNA dC->dU-editing enzyme APOBEC-3G (Homo sapiens), Q9HC16. HeLa A3G-eYFP + Vif (tagged APOBEC3G with the HIV-1 protein that degrades it), YFP fluorescence, overnight. Potency, µM (highest dose often 46.1 µM), for inactives: top-dose activity, negative = active, usual class: inhibitors. 410,000 compounds, 0.076% hits;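 further: on the % scale 0 is the no-effect control and ±100 the full control effect; nearly all actives have a fitted effect of over 60% in size; hits raise eYFP signal because A3G escapes Vif-driven loss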
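HeLa cells stably expressing Vif and C-terminally eYFP-tagged A3G, seeded overnight at 37 deg C, then exposed to compound by pintool overnight at 37 deg C. Rise in yellow fluorescence (Ex 488/Em 500-530, Acumen) marks blocked Vif-driven A3G degradation.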
* marks the source's active call; other numbers are inactive results; ? = inconclusive; nt = not tested or not shown; & = joins results of further samples; [ ] = another dose, or the depositor's remark. The call rests on the fitted dose curve; in most records, active means well fitted curve in the direction sought with a large enough effect; inconclusive means small, poorly fitted or top-dose-only effect, or another doubt; inactive means no such curve, though single readings can be large; an effect the other way counts as inactive or inconclusive. Potency means the concentration at half of the fitted maximal effect. The list is partial; rates above refer to the full screens.

SMILES | Vif-A3F inh | RXFP1 agonist | TrxR1 substrate | TrxR1 inh | IDH1 R132H inh | USP1 inh | ALOX12 inh | RGS4 inhibitor | Vif-APOBEC3G blk
Cc1cc(=O)n2nc(N3CCCC(C(=O)NCc4ccccc4C)C3)sc2n1 (stereo not given) | 2% | 4.6% | -4%[57.1 µM] | 12%[57.1 µM] | 9% | -16% | 2% | 3% | 0%
Cc1ccc(OCC(=O)N2CCC(Cc3ccccc3)CC2)c([N+](=O)[O-])n1 | 0% | 4.4% | 4% | 35% | 2% | -17% | -8% | -6% | 2%
COc1ccccc1N1CCN(C(=O)c2sc3nc(-c4ccccc4)cn3c2C)CC1 | -7% | 1.1% | 0% | 8% | 4% | -9% | 23% | 20% | 0%
COc1ccc(C(=O)Nc2ccc(N3CCOCC3)cc2)cc1S(=O)(=O)N1CCCC1 | -9% | -1.2% | -11% | -10% | 4% | -3% | -24% | -28% | 4%
Cc1ccccc1-n1c(SCC(=O)Nc2ccc3c(c2)OCO3)nnc1-c1ccccn1 | 10% | 0.5% | -12% | -11% | 0% | -4% | -15% | -50% | -14%
CCC(C)[C@H](NC(=O)[C@@H]1CSC2c3ccccc3C(=O)N21)C(=O)N1CCCCC1 (stereo not given in full) | -2% | 3.7% | 1% | 8% | 1% | -26% | 15% | -4% | 1%
COc1ccccc1C(=O)NC(=S)N1CCc2ccccc21 | -7% | 0.5% | 1%[57.1 µM] | 5%[57.1 µM] | 20% | -15% | 0% | -46% | 0%
COc1ccc(CNC(=O)c2cc3c(s2)-c2c(C)cccc2OC3)cc1 | -10% | 6.1% | 171%[activator] | 67%[activator] | -1% | 14% | -26% | -42% | -4%
COc1cccc(C(C)NC(=O)C2CCCO2)c1 (stereo not given) | -2% | 0.7% | 4%[57.1 µM] | 12%[57.1 µM] | 10% | -8% | 32% | -9% | 0%
O=C(NC(=S)NCC1CCCO1)c1cccc([N+](=O)[O-])c1 (stereo not given) | -20% | 0.0% | -5% | -5% | 0% | -1% | -26% | 27% | 4%
CC(C)c1ccc(COC(=O)CN2C(=O)NC3(CCCCC3C)C2=O)cc1 (stereo not given) | 4% | 1.0% | -7% | 2% | -8% | -14% | -11% | -2% | -1%
Cc1cc(C)c2cc(C#N)c(SCC(=O)NCc3ccco3)nc2c1 | 0% | 4.3% | 1% | 56µM* | -1% | -5% | 28% | -26% | -13%
CCCc1c(C)[nH]c2ccccc2c1=O | -19% | 1.1% | 9% | 14% | 4% | -7% | 466%[activator] | -26% | -4%
COCCN(CC(=O)Nc1cccc(C)c1C)C(=O)Cc1sc(C)nc1-c1ccc(F)cc1 | 3% | 1.7% | 0% | 2% | 2% | -13% | ? | -20% | -3%
COc1ccc(/C=N/NC(=O)CCC(=O)Nc2ccccc2)cc1OC | -1% | 0.1% | -6% | 4% | -8% | -12% | 5% | -6% | 0%
Cc1ccc(Cn2nnc3c(=O)[nH]c(C4CCN(S(=O)(=O)c5ccc(C)cc5)CC4)nc32)cc1 | -12% | 2.0% | -1% | 20% | 5% | -19% | -46% | -2% | -1%
COc1cc2sc(-c3ccccc3OC)c(-c3ccc(O)cc3)c2cc1OC | 0% | nt | 2% | 15% | -7% | -25% | -11% | 12% | -1%
COC(=O)c1ccc(N2C(=O)C3CC(C)=C(C)CC3C2=O)cc1 (stereo not given) | -1% | -0.3% | 3%[57.1 µM] | 18%[57.1 µM] | -4% | 11% | 12% | -23% | 0%
CC(NC(=O)c1ccccc1)c1nc2ccccc2n1Cc1ccc(Cl)cc1 (stereo not given) | 6% | 1.2% | -2% | 0% | 16% | -18% | -21% | -18% | 0%
CC(=O)N=Cc1c(C)c(C#N)c(=O)n(C)c1O | -1% | 4.8% | -9%[57.1 µM] | ? | 4% | -27% | -2% | -25% | -1%
CC1(C)Cc2c(sc(NC(=O)COc3ccccc3)c2C#N)C(C)(C)N1 | -3% | 5.2% | 6%[57.1 µM] | -2%[57.1 µM] | 1% | -15% | -2% | -9% | 0%
O=C(CN1C(=O)CCS(=O)(=O)c2ccccc21)Nc1cccc(F)c1 | -3% | 1.7% | 9%[0.457 µM] | 9% | 0% | -6% | -5% | ? | 0%
Cc1ccc(C)c(OCc2cc(C(=O)N(C)Cc3nccn3C)no2)c1 | -5% | 1.2% | 8%[57.1 µM] | 10%[57.1 µM] | 7% | -14% | 9% | -19% | -5%
COc1ccc(-c2nc(CS(=O)(=O)CC(=O)NC3CCCCC3C)c(C)o2)cc1 (stereo not given) | -1% | 3.0% | 6% | -24% | 0% | -21% | -17% | -20%[11.4 µM] | -2%
O=C(NCCSCc1ccco1)Nc1ccccc1 | -8% | 0.1% | 8% | ? | -1% | -17% | -13% | -20% | 0%
Cc1cc(C(=O)NCc2ccc3c(c2)OCO3)c(C)o1 | -5% | 1.2% | 12% | 18% | 2% | -27% | ? | 26% | -8%
O=C(COc1ccccc1)NCc1ccc2c(c1)CCN2C(=O)c1ccccc1 | 0% | -0.8% | 2%[57.1 µM] | 14%[57.1 µM] | -14% | -21% | -18% | -2% | -4%
Cc1nc2ccccc2nc1CSc1nnc(N)s1 | -1% | 0.6% | 12%[57.1 µM] | -12% | -1% | -19% | -5% | 6% | -4%
CCNc1nc(NC(C)C)nc(NS(=O)(=O)c2ccc(C)cc2)n1 | ? | -2.1% | 1% | 5% | 32%[activator] | -20% | 24% | 4% | 0%
CC(C)n1ncc2c(C(=O)Nc3cccc(C#N)c3)cc(C3CC3)nc21 | 2% | 0.3% | -3% | -2% | 4% | -26% | -2% | -8% | -1%
O=C(O)CCCNC(=O)CCCn1nnc2ccccc2c1=O | 3% | 11% | 1% | 8% | 0% | -4% | -2% | 4% | 0%
O=C(CNC(=O)c1ccccc1F)N/N=C/c1cccs1 | 3% | 2.1% | -15% | ? | -3% | -4% | 18% | 20% | -3%
COc1cccc(C(=O)Nc2nnc(S(=O)(=O)N3CCCC3)s2)c1 | 5%&6% | ? | -11%&-5% | 0%&-4% | 42%&49%[activator] | -23%&-2% | 4%&-6% | 1%&-15% | -6%&-3%
CCN(Cc1ccc2c(c1)OCO2)C(=O)/C=C/c1cccc(Br)c1 | -2% | -0.2% | 3% | 11% | 1% | -19% | ? | 7% | -1%
CCCCCOc1ccc(CN2CCOCC2)cc1Cl | -5% | 2.5% | -13% | -8% | 13% | -12% | ? | -11% | 1%
COC(=O)[C@H](Cc1ccccc1)NC(=O)C1(OC(C)=O)CC(OC(C)=O)C(OC(C)=O)C(OC(C)=O)C1 (stereo not given in full) | 5% | 0.0% | 5% | 17% | 5% | -27% | -8% | 32% | 1%
CCN(CC)CC(O)c1ccc2ccc3ccc(O)cc3c2c1 (stereo not given) | 2% | nt | 7%[57.1 µM] | -4%[57.1 µM] | 0% | 0% | ? | 12% | 5%
COc1cccc(-c2sc3ccc(OC)cc3c2-c2ccc(OC)cc2F)c1 | 1% | 0.8% | -6% | -18% | -9% | -13% | -6% | -11% | -10%
COc1ccc(/C=C2\SC(=S)N(CC(=O)NC3C=CS(=O)(=O)C3)C2=O)cc1 (stereo not given) | 4% | -0.7% | 5% | 20% | 3% | -15% | -9% | -23% | 0%

Some of these compounds in order of the TrxR1 substrate value, largest number first:
| Molecule | TrxR1 substrate | TrxR1 inh | USP1 inh | ALOX12 inh | RGS4 inhibitor |
| --- | --- | --- | --- | --- | --- |
| Cc1ccc(OCC(=O)N2CCC(Cc3ccccc3)CC2)c([N+](=O)[O-])n1 | 4% | 35% | -17% | -8% | -6% |
| Cc1cc(C)c2cc(C#N)c(SCC(=O)NCc3ccco3)nc2c1 | 1% | 56µM* | -5% | 28% | -26% |
| COc1ccccc1N1CCN(C(=O)c2sc3nc(-c4ccccc4)cn3c2C)CC1 | 0% | 8% | -9% | 23% | 20% |
| COc1ccc(C(=O)Nc2ccc(N3CCOCC3)cc2)cc1S(=O)(=O)N1CCCC1 | -11% | -10% | -3% | -24% | -28% |
